Screening data as filed in PubChem BioAssay.
HT1080NT lethal: kills 2HG-producing HT-1080-NT fibrosarcoma cells | 360,000 tested, 1.6% active | HT-1080-NT fibrosarcoma viability, CellTiter-Glo ATP luminescence, 48 h | AID 686970 | Potency, µM (series often up to 46.1 µM), for the others: top-dose activity, negative = less viability, most hits filed as cytotoxic;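 also: NT is the 2HG producing partner of a matched IDH1 knockdown line; potency is read from the fitted curve at half-maximal effect; 0% = DMSO-treated cells and -100% = media-only wells without cells; nearly all actives have a fitted effect of over 55% in size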
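Toxicity toward the 2HG-producing NT line was scored as %Activity, normalised to DMSO and no-cell wells, from CellTiter-Glo luminescence after 48 hours' treatment.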
MCF10A rerep: inducers of DNA re-replication in MCF 10A breast cells; 350,000 tested, 2.9% active; Potency, µM (series often up to 46.1 µM), inactives show at the top dose activity, positive = re-replication, most hits filed as activators; AID 624296; MCF 10A DNA re-replication, Hoechst nuclear intensity, 48 h; also: potency is read from the fitted curve at half-maximal effect; % of control where 0% means no effect; nearly all actives have a fitted effect of over 50% in size
HT1080 IDH1KD tx: toxicity to HT-1080 IDH1 knockdown cells (counter line) | HT-1080 IDH1 knockdown viability, ATP luminescence, 48 h | Potency, µM (doses to about 46.1 µM), for the others: top-dose activity, negative = toxicity, most hits filed as cytotoxic | 360,000 tested, 2% active | AID 686971;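 also: potency is read from the fitted curve at half-maximal effect; 0% = DMSO wells and -100% = cell-free medium wells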
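Viability of IDH1-knockdown HT-1080 fibrosarcoma cells was assessed by CellTiter-Glo after 48 h at 37 °C with titrated compound; concentration-effect curves were classified by fit quality and response size.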
KB-V1 cytotox: kills drug-selected multidrug resistant KB-V1 cells; 400,000 tested, 3.4% active; AID 1347076; Potency, µM (titrated, usually from 46.1 µM), without a hit: at the top dose activity change, negative = cytotoxicity, actives largely listed as cytotoxic; KB-V1 MDR cells viability, CellTiter-Glo, 72 h; also: potency is read from the fitted curve at half-maximal effect; % is scaled to controls: 0 for no effect and ±100 for the full control effect; nearly all actives have a fitted effect of over 60% in size
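KB-V1, DMEM (no phenol red) + 10% FBS; cpd pin-transferred, titration series; 72 h, 37 degrees C; CellTiter-Glo, luminescence. Data normalized, curve-fit.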
KB-3-1 cytotox: kills parental KB-3-1 adenocarcinoma cells | KB-3-1 viability, CellTiter-Glo ATP luminescence, 72 h | 400,000 tested, 1.4% active | Potency, µM (top dose mostly 46.1 µM), for the others: top-dose activity change, negative = cytotoxic, usual class: cytotoxic; also: potency is read from the fitted curve at half-maximal effect; % is scaled to controls: 0 for no effect and ±100 for the full control effect; nearly all actives have a fitted effect of over 60% in size
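Here the drug-naive KB-3-1 line serves as comparator for MDR sub-line selectivity; cells received compound titrations, 72 h at 37 °C, then CellTiter-Glo readout.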
SW480 rerep: inducers of DNA re-replication in SW480 colon cancer cells; SW480 DNA re-replication, Hoechst DNA content imaging, 48 h; Potency, µM (series often up to 46.1 µM), for inactives: top-dose re-replication activation, hits mostly activators; 340,000 tested, 1.8% active; also: potency is read from the fitted curve at half-maximal effect; % of control where 0% means no effect; nearly all actives have a fitted effect of over 55% in size
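Cells (250 per well) received 23 nL compound or DMSO by pin tool and were kept 48 hr at 37 C, 5% CO2. Nuclei were then stained with Hoechst for 40 min and scanned for DNA content.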
WRN inhibitor: blocks human WRN helicase | AID 651768 | Potency, µM (series often up to 114 µM), inactives show at the top dose activity change, negative = inhibition, usual class: inhibitors | 360,000 tested, 0.46% active | WRN helicase unwinding, fluorescent forked duplex, kinetic; also: potency is read from the fitted curve at half-maximal effect; % is scaled to controls: 0 for no effect and ±100 for the full control effect; nearly all actives have a fitted effect of over 55% in size
Target sequence (Q14191 whole entry, looked up): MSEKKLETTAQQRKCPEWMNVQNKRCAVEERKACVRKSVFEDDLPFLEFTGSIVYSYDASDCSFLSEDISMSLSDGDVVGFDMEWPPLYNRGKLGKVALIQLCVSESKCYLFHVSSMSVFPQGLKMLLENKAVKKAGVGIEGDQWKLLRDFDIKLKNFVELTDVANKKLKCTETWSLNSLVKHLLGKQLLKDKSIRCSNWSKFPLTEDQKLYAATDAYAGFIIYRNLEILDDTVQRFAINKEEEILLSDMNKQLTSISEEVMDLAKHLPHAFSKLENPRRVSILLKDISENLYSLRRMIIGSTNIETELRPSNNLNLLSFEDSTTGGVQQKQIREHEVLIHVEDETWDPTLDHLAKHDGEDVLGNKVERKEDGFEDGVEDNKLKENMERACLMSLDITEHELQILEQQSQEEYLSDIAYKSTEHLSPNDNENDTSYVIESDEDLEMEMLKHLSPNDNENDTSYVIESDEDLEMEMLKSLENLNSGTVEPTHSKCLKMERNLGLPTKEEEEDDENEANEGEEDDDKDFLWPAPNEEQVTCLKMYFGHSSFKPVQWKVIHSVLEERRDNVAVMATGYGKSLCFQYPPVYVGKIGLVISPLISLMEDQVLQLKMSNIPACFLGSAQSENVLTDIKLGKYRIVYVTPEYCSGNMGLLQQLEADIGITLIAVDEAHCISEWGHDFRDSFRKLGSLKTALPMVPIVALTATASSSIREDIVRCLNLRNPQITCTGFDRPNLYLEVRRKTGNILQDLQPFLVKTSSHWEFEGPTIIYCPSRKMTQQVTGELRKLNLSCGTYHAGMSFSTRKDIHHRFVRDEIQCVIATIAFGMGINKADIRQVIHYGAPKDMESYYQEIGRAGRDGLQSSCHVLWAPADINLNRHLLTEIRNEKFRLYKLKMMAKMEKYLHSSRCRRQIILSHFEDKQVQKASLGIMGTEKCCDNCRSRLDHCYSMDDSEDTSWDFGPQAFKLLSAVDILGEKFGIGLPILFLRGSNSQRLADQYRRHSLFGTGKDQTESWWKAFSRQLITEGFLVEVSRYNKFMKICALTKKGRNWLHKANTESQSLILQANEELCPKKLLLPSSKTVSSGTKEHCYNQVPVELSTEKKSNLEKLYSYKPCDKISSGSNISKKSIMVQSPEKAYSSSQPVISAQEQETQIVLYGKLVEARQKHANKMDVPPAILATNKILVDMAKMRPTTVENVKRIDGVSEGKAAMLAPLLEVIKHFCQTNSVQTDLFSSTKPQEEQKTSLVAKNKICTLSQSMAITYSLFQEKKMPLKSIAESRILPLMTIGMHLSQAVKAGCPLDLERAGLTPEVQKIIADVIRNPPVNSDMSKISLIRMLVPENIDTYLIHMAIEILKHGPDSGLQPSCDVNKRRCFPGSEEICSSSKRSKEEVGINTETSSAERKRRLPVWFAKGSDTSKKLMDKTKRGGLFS
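Primary qHTS, 1536-well format. 20 nM WRN + compound, 15 min RT; start with 100 nM forked fluorophore/quencher duplex, 2 mM ATP (final); kinetic read ex 525/em 598 nm.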
IL1B secr inh: blocks inflammasome-driven IL-1 beta release; THP-1 LPS/ATP IL-1B secretion, AlphaLISA, 16 h; active compounds read low; activity change, % at 57.5 µM; 360,000 tested, 4.7% active; AID 743279; in the data active = activity change below about -50%; inconclusive = mostly about -30% to -49%; also: % is scaled to controls: 0 for no effect and ±100 for the full control effect
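THP-1 cells pretreated 1 hr with compounds (up to 57.5 uM final), then stimulated with LPS (250 ng/mL final) plus ATP (1.25 mM final); secreted IL-1B measured by AlphaLISA after 16 hr, decreased signal indicating inhibition.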
ATXN2 expr inh: ATXN2 expression inhibition; 360,000 tested, 0.72% active; HEK-293 ATXN2-luciferase reporter, luminescence, 24 h; Potency, µM (top dose mostly 57 µM), inactives show at the highest dose activity change, negative = inhibition, actives largely listed as inhibitors; AID 1745845; also: potency is read from the fitted curve at half-maximal effect; % is scaled to controls: 0 for no effect and ±100 for the full control effect; nearly all actives have a fitted effect of over 55% in size
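ATXN2-luciferase reporter cells (luciferase flanked by upstream and downstream ATXN2 gene portions) were treated 24 h at 37 °C with compounds at up to 57 uM. SteadyGlo luminescence gave expression; GF-AFC fluorescence gave viability.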
Numbers without * were called inactive; ? = inconclusive; · = not tested or not shown; [ ] = remark or other dose. Unless noted, calls follow the shape of the dose curve; as a rule, active = well fitted curve in the direction sought with a large enough effect; inconclusive = small, poorly fitted or top-dose-only effect, or another doubt; inactive = no such curve, though single readings can be large; an effect the other way counts as inactive or inconclusive.

Under each structure – HT1080NT lethal | MCF10A rerep | HT1080 IDH1KD tx | KB-V1 cytotox | KB-3-1 cytotox | SW480 rerep | WRN inhibitor | IL1B secr inh | ATXN2 expr inh
> CCN1CC(CN(C)Cc2nc(-c3cccs3)no2)CC1=O (stereo not drawn)
  6% | 6% | 6% | 8% | -18% | -17% | 6% | 18 | 9%
> O=C(Nc1ccc2c(c1)oc1ccccc12)N1CCOCC1
  -2% | -2% | -8% | 5% | 1% | 0% | 7% | 0 | 56%[activator]
> COC(=O)c1ccccc1S(=O)(=O)N1Cc2cc([N+](=O)[O-])ccc2Oc2ccccc21
  -2% | 1% | -1% | 0% | -7% | -5%[9.22 µM] | -4% | 2 | -3%
> CC1(c2ccc(OCC(N)=O)cc2)NC(=O)NC1=O (stereo not drawn)
  6% | -31%[inhibitor] | 5% | 19% | 10% | -11% | 7% | 24 | -22%
> CCC(Sc1nc2ncccc2[nH]1)C(=O)N1CCOCC1 (stereo not drawn)
  -2% | 3% | 5% | 10% | ? | 0% | -4% | -9 | -12%
> COc1ccc(Br)cc1/C=N/NC(=O)c1ccc(COc2ccc3c(c2)CCC3)o1
  -21% | 12µM* | ? | 2% | 9% | 18% | 4% | -8 | 45%[activator]
> Cc1cccc(-c2noc(CCCC(=O)N3CCOCC3)n2)c1
  13% | 3% | 3% | 21µM* | 8% | -8% | -1% | 9 | 17%
> O=C(NCc1ccccc1CN1CCCC1)c1cc2cc(Cl)ccc2o1
  -19% | 6% | -7% | ? | -24% | ? | -6% | -24 | -17%
> CCOC(=O)c1c(-c2ccccc2)oc2ccc(O)c(CN(C)C)c12
  ? | 5% | ? | ? | -19% | -18% | 0% | ? | -22%
> COc1ccc(S(=O)(=O)Nc2c(C)n(C)n(-c3ccccc3)c2=O)c(Cl)c1Cl
  -2% | 9% | 0% | -1% | -13% | 9% | -3% | 26 | ·
> Brc1ccsc1/C=N/Nc1ccccc1
  -22% | 3% | ? | -14% | -1% | -3% | -3% | -7 | 14%
> Cc1c(Br)cc(C(=O)OC2CCN(C)CC2)c(C)c1C
  ? | ? | ? | 8% | 16% | 25% | 6% | -2 | -28%
> Cc1sc2ncnc(SCC(=O)NNC(=O)COc3cccc4ccccc34)c2c1C
  -26% | 23µM* | ? | ? | ? | ? | 1% | 14 | ?
> CCCNC(=O)OC1CC2CC1[C@H]1CCCCN1C2=O (stereo partly drawn)
  -2% | · | 5% | -17% | 12% | · | 5% | -1 | 2%
> Cc1cccc(C)c1OCCOC(=O)c1ccc(S(=O)(=O)N2CCCC2)cc1
  2% | · | 0% | 8% | 0% | · | -4% | 1 | ·
> COCCNc1ccc(-c2n[nH]c(=O)c3ccccc23)cc1[N+](=O)[O-]
  -16% | 9% | 2% | -4% | 1% | -27% | -4% | 20 | 0%
> COc1ccc(C2C3=C(CCCC3=O)NC3=C2C(=O)c2ccccc23)cc1 (stereo not drawn)
  -12% | 0% | -1% | -24% | 1% | 18% | -2% | · | -35%
> COc1ccc(CN2C(=O)CN=C2Nc2cccc(C)c2C)cc1
  -1% | 25% | 1% | 0% | 0% | 9% | 0%[57.1 µM] | 21 | 2%
> COc1cc(/C=N/n2c(C)n[nH]c2=S)ccc1OCc1ccccc1
  11% | 20% | 5% | ? | 14% | 1% | -10% | 20 | 22%
> CC(C)COC(=O)c1ccc2c(c1O)C(=O)c1ccccc1C2=O
  4% | ? | 19% | 15µM* | 15% | ? | 19µM* | -12 | -12%

An excerpt from above in order of molar mass, descending:
Under each structure – HT1080NT lethal | MCF10A rerep | HT1080 IDH1KD tx | KB-V1 cytotox | KB-3-1 cytotox | SW480 rerep | WRN inhibitor | IL1B secr inh | ATXN2 expr inh
> Cc1sc2ncnc(SCC(=O)NNC(=O)COc3cccc4ccccc34)c2c1C
  -26% | 23µM* | ? | ? | ? | ? | 1% | 14 | ?
> Cc1cccc(C)c1OCCOC(=O)c1ccc(S(=O)(=O)N2CCCC2)cc1
  2% | · | 0% | 8% | 0% | · | -4% | 1 | ·
> COc1cc(/C=N/n2c(C)n[nH]c2=S)ccc1OCc1ccccc1
  11% | 20% | 5% | ? | 14% | 1% | -10% | 20 | 22%
> COCCNc1ccc(-c2n[nH]c(=O)c3ccccc23)cc1[N+](=O)[O-]
  -16% | 9% | 2% | -4% | 1% | -27% | -4% | 20 | 0%
> Brc1ccsc1/C=N/Nc1ccccc1
  -22% | 3% | ? | -14% | -1% | -3% | -3% | -7 | 14%
> CCCNC(=O)OC1CC2CC1[C@H]1CCCCN1C2=O (stereo partly drawn)
  -2% | · | 5% | -17% | 12% | · | 5% | -1 | 2%

Remaining list, next part.
Under each structure – HT1080NT lethal | MCF10A rerep | HT1080 IDH1KD tx | KB-V1 cytotox | KB-3-1 cytotox | SW480 rerep | WRN inhibitor | IL1B secr inh | ATXN2 expr inh
> C/C(CC(=O)Nc1cc(C)ccn1)=N\NC(=O)c1ccc(C(C)(C)C)cc1
  -21% | ? | -16% | ? | -22% | 10% | -2% | 19 | 11%
> CCOc1ccc(NC(=O)CCN2C(=O)C3CCCCC3C2=O)cc1OCC (stereo not drawn)
  0% | 2% | 10% | 2% | 7% | 15% | 7% | 8 | 7%
> CCCc1cc(=O)[nH]c(SCC(=O)N2CCc3ccccc32)n1
  1% | 2% | 0% | -8% | -8% | -1% | 8% | -4 | ·
> COc1ccc(CCNC(=O)CCCn2nc(C)c([N+](=O)[O-])c2C)cc1OC
  0% | 1% | 16% | -8% | 11% | 1% | -7% | 16 | 4%
> Cn1c(CC(=O)NN)c(Sc2ccccc2)c2ccccc21
  -3% | 21% | 0% | -2% | -25% | -7% | -1% | 13 | -23%
> CCCCOc1c(Cl)cc(CNC(C)(C)CO)cc1OCC
  ? | -1% | ? | -24% | -18% | 1% | -5% | -10 | -12%
> O=C(N/N=C/c1cccc(NC(=O)c2ccc(Cl)cc2)c1)c1cccc(O)c1
  ? | 14% | ? | 12% | -17% | ? | 2% | 12 | -10%
> CCn1c2ccccc2c2nnc(SCCN3CCOCC3)nc21
  1% | 5% | -1% | -16% | 3% | -3% | -15% | 12 | ·
> CCn1c(SCC(=O)NCc2ccc3c(c2)OCO3)nnc1-c1cccs1
  4% | 3% | 0% | -6% | -1% | 4% | -5% | -14 | -11%
> CC(=O)Nc1cc(-c2ccccc2Cl)cn2c(-c3ccc(S(C)(=O)=O)cc3)cnc12
  ? | · | -20% | -18% | 0% | · | 0%[57.1 µM] | -50* | -30%
> CCC(C)NCCOCCOc1cc(C)c(Cl)c(C)c1 (stereo not drawn)
  21µM* | ? | 21µM* | ? | ? | ? | 0% | ? | ?
> COc1cc(C(=O)NCC(c2ccco2)N2CCCC2)ccc1OCc1ccc(Cl)cc1Cl (stereo not drawn)
  ? | 18µM* | ? | ? | -23% | ? | 0% | ? | ·
> O=C(CSc1nnc(-c2cccs2)n1-c1ccccc1)N1CCOCC1
  -5% | 1% | 12% | -10% | 0% | -6% | -3% | -10 | 2%
> Cc1ccc2nc(N3CCN(C(=O)c4ccc(F)cc4)CC3)c(C#N)cc2c1
  -1% | 12% | -1% | 0% | -7% | -9% | -4% | -10 | ·
> N#Cc1ccc(CSc2ccc(S(=O)(=O)N3CCCC3)cn2)cc1
  -2%[9.24 µM] | 6% | -6% | -24% | -1% | ? | -7% | -24 | -37%
> CC(=O)N1CCN(c2ccc(NCc3ccc(F)cc3)cc2)CC1
  9% | -1% | 5% | 0% | 3% | 3% | 8% | 14 | -12%
> Cc1ccc(C(=O)OCC(=O)N2CCC(Cc3ccccc3)CC2)cc1N
  8% | 10% | 16% | -1% | ? | 4% | -8% | -23 | -8%
> CCc1nnc(NC(=O)CC23CC4CC(CC(C4)C2)C3)s1
  -3% | -6% | 2% | 0% | 0% | -2% | 4% | 0 | -11%
> CC(Nc1c([N+](=O)[O-])c(=O)oc2ccccc12)c1ccccc1 (stereo not drawn)
  2% | 9% | -3% | -5% | 9% | 1% | -2% | 60 | ·
> O=C(NCc1ccco1)C1CCCN(S(=O)(=O)c2ccc(Br)cc2)C1 (stereo not drawn)
  9% | -6% | -9% | -10% | 6% | 0% | -31% | -17 | -12%[11.3 µM]
> Cc1ccc(CNC(=O)Cn2ncn3cccc3c2=O)cc1
  -3% | -1% | -2% | 11% | -24% | -3% | -4% | -8 | 25%
> CC1(C(=O)NCc2ccccc2)CCC(=O)N1CCOc1ccccc1 (stereo not drawn)
  17% | · | 12% | 11% | 0% | · | 2% | 10 | 5%
> COc1ccc(CN/C=C2\CCCCC2=O)cc1
  14% | -9% | -2% | -3% | 0% | 1% | 6% | 2 | 10%
> ClCCCc1cn(C[C@H]2CC[C@@H]([C@@H]3CC[C@H](Cn4cc(CCCCl)nn4)O3)O2)nn1
  15% | 4% | 8% | 16% | -11% | 1% | -14% | 24 | 10%
> O=C(O)c1ccccc1-c1cn2cc(Cl)ccc2n1
  -6% | 5% | -19% | 3% | 4% | -46%[inhibitor] | 4% | 36 | 6%
> CC[C@@H]1C(c2ccccc2)=NN(c2ccccc2)[C@H]1C(=O)N1CCOC1=O
  -25% | 23µM* | -22% | -6% | -1% | 10% | -9% | 5 | -12%
> CCN(CC)c1ccc(S(=O)(=O)N2CCCCC2)cc1NC(=O)C1CSC2(C)CCC(=O)N12 (stereo not drawn)
  -7% | ? | -6% | ? | -2% | -19% | 8% | -50* | -3%

Among those listed so far, two have fluorine:
Under each structure – HT1080NT lethal | MCF10A rerep | HT1080 IDH1KD tx | KB-V1 cytotox | KB-3-1 cytotox | SW480 rerep | WRN inhibitor | IL1B secr inh | ATXN2 expr inh
> Cc1ccc2nc(N3CCN(C(=O)c4ccc(F)cc4)CC3)c(C#N)cc2c1
  -1% | 12% | -1% | 0% | -7% | -9% | -4% | -10 | ·
> CC(=O)N1CCN(c2ccc(NCc3ccc(F)cc3)cc2)CC1
  9% | -1% | 5% | 0% | 3% | 3% | 8% | 14 | -12%

Compounds were not picked by outcome. Share with any hit: about 12%.
